ATXN viability: viability counter-screen for ATXN expression inhibitors | S2 cells (HEK-293 line with an ATXN2-luciferase reporter) viability, CellTiter-Fluor protease fluorescence, 24 h | 400,000 tested, 0.49% active | Potency, µM (top dose mostly 56.7 µM), hits mostly cytotoxic; note: nearly all actives have a fitted effect of over 40% in size
MCF10A rereplic: DNA re-replication induction in MCF 10a cells. MCF 10A DNA re-replication, Hoechst nuclear intensity, 48 h. Potency, µM (series often up to 46.1 µM), without a hit: at the highest dose activity, positive = re-replication, actives largely listed as activators. 350,000 tested, 2.9% active; note: % of control where 0% means no effect; nearly all actives have a fitted effect of over 50% in size
TGFb SMAD3 inh: TGF-b pathway inhibition | Potency, µM (top dose mostly 46.1 µM), inactives show top-dose activity, negative = inhibition, actives largely listed as inhibitors | HepG2 CAGA-GFP TGF-b/SMAD3 reporter, GFP fluorescence, 18 h; TGF-beta stimulated, 500 pg/mL final | 410,000 tested, 1.2% active | AID 588855; note: % is set by controls: 0 for no effect and ±100 for the full control effect; nearly all actives have a fitted effect of over 65% in size
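Cell-based qHTS in HEPG2 carrying a CAGA-GFP Smad reporter; compounds added before 500 pg/mL final TGF-beta, 18 h incubation at 37 degrees C, GFP fluorescence quantified per cell by imaging cytometry.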
Nrf2 inh: blocks Nrf2 signaling; AID 504444; Potency, µM (series often up to 46 µM), inactives show at the highest dose activity change, negative = inhibition, actives largely listed as inhibitors; A549 ARE-Fluc reporter, luciferase luminescence, 18-24 h; 360,000 tested, 2.1% active; note: % is set by controls: 0 for no effect and ±100 for the full control effect; nearly all actives have a fitted effect of over 60% in size
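Nrf2 activity is the BugLite luminescence, read 15 min after reagent at room temperature, following CellTiter-Fluor cytotoxicity readout (30 min, 37C). Compound titrations were applied for 18-24 h to 5000 A549 ARE_Fluc cells/well in 5% FBS OPTI-MEM.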
HepG2 viability: kills HepG2 cells in TGF-b inhibitor counter-screen. 410,000 tested, 0.76% active. HepG2 CAGA-GFP viability, ATP luminescence, 18 h. Potency, µM (series often up to 46.1 µM), without a hit: top-dose activity change, negative = cytotoxicity, most hits filed as cytotoxic; note: some results filed as inactive show a strong effect at the top dose
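HepG2 CAGA-GFP cells (1000/well, DMEM with 1% FBS) received compound, then TGF-beta at 500 pg/mL final, and were incubated 18 hours at 37 degrees C. Viability was read by CellTiter-Glo luminescence. Media-only wells were set as complete cell-killing and DMSO as no toxicity.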
A549 tox: counter-screen for Nrf2 inhibitors: cytotoxicity in A549 cells | A549 ARE-Fluc cells, CellTiter-Fluor viability, 18-24 h | Potency, µM (doses to about 46 µM), for the others: top-dose activity change, negative = cytotoxicity, most hits filed as inhibitors | 390,000 tested, 0.16% active | AID 504648; note: % is set by controls: 0 for no effect and ±100 for the full control effect
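A549 ARE_Fluc cells in 5% FBS OPTI-MEM were exposed to compounds in concentration-response for 18-24 h at 37 deg C. Viability was read by CellTiter-Fluor fluorescence (Ex 405/Em 525) after 30 min, before the luciferase read.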
EPAC2 antag: blocks human EPAC2 exchange factor | Q8WZA2 | EPAC2 GEF exchange of Rap1B-BODIPY-GDP, fluorescence | AID 720708 | Potency, µM (top dose mostly 114 µM), without a hit: at the highest dose activity, negative = inhibition, actives largely listed as inhibitors | 360,000 tested, 0.18% active; note: % is set by controls: 0 for no effect and ±100 for the full control effect; nearly all actives have a fitted effect of over 45% in size; many of its hits are not listed in these tables
Target sequence (Q8WZA2 whole entry, looked up): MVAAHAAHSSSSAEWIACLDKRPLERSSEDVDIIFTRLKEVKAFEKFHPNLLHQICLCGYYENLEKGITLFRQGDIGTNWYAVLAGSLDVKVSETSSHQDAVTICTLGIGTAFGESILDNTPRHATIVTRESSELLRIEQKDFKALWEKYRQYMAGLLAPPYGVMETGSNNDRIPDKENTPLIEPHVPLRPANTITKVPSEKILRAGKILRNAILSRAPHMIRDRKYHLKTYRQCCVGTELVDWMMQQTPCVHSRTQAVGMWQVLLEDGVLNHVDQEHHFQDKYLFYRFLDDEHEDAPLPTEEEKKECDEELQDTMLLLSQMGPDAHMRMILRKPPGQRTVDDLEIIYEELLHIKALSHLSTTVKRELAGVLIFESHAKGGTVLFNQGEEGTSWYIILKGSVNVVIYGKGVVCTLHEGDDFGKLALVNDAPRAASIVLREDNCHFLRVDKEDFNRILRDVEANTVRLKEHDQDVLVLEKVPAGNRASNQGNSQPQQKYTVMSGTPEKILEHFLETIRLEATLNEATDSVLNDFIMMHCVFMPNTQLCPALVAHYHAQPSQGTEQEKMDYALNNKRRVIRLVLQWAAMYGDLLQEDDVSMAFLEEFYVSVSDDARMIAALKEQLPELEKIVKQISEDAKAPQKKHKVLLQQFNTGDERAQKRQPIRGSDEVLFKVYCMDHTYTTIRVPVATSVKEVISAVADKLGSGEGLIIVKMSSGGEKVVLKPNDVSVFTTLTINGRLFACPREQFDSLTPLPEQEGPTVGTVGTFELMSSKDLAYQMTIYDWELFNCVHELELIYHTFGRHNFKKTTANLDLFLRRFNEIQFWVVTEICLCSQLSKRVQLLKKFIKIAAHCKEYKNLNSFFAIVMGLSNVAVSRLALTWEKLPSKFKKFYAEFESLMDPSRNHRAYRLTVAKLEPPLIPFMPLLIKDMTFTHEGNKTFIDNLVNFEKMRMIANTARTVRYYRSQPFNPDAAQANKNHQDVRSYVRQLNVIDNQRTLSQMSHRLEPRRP
Nrf2 ARE act: Nrf2 pathway activation. AREc32 ARE-luciferase reporter (MCF7-derived line), luminescence, 24 h. AID 624171. Potency, µM (top dose mostly 46.1 µM), for the others: top-dose activation, actives largely listed as activators. 410,000 tested, 0.31% active; note: % of control where 0% means no effect; nearly all actives have a fitted effect of over 65% in size
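Luciferase luminescence (Steady-Glo, 30 min at room temperature) served as the read-out of ARE activation in AREc32 cells treated with compounds for 24 hr at 37 deg C.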
ATXN2 expr inh: inhibitors of ATXN2 expression; HEK-293 ATXN2-luciferase reporter, luminescence, 24 h; AID 1745845; Potency, µM (highest dose often 57 µM), inactives show at the highest dose activity change, negative = inhibition, hits mostly inhibitors; 360,000 tested, 0.72% active; note: % is set by controls: 0 for no effect and ±100 for the full control effect; nearly all actives have a fitted effect of over 55% in size
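ATXN2-luciferase reporter cells (luciferase flanked by upstream and downstream ATXN2 gene portions) were treated 24 h at 37 °C with compounds at up to 57 uM. SteadyGlo luminescence gave expression; GF-AFC fluorescence gave viability.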
* marks the source's active call; other numbers are inactive results; i = inactive; ? = inconclusive; . = not tested or not shown; & = joins results of further samples; [ ] = dose if it differs, or a comment. Calls come from the whole dose curve; as a rule, active = well fitted curve in the direction sought with a large enough effect; inconclusive = small, poorly fitted or top-dose-only effect, or another doubt; inactive = no such curve, though single readings can be large; an effect the other way counts as inactive or inconclusive. Potency is the fitted concentration of half-maximal effect. This is a subset, so the mix of outcomes need not match the whole.

SMILES	ATXN viability	MCF10A rereplic	TGFb SMAD3 inh	Nrf2 inh	HepG2 viability	A549 tox	EPAC2 antag	Nrf2 ARE act	ATXN2 expr inh
CCC1=C(OC(=O)N(CC)CC)N2C(=O)OC(=NCc3ccccc3)[C@]2(C)[C@H]2C1=CC[C@H]1C(=O)N(c3ccccc3)C(=O)[C@H]12	i	?	12%	5%	9%	1%	-14%	0.8%	15%
Cc1ccccc1-n1nc(C)c2cc(C(=O)NCc3cccnc3)sc21	?	8%	-14%	-28%	-15%	4%	0%	0.2%	-26%
COc1cc(/C=C(\C#N)C(=O)NC2CCCCC2)ccc1OCc1ccc(C(=O)O)cc1	i	22%	7%	?	-8%	5%	7%	4.3%	28%
O=c1[nH]c(CSc2nc3ccccc3o2)nc2c1cnn2-c1ccccc1	i	?	3%	-30%	0%	-1%	-1%	1.6%	-12%
COc1ccc(NC(=O)CN(C)Cc2c(F)cccc2Cl)cc1S(=O)(=O)N1CCCCC1	i	-1%	3%	?	5%	2%	-4%	-0.1%	.
CC(C)(O)C1CC[C@@](C)([C@@H]2CC[C@]3(C)[C@H]2[C@H](O)CC2[C@@]4(C)CCC(O)C(C)(C)C4C(OC4OC(CO)C(O)C(O)C4O[C@@H]4OCC(O)C(O)C4O)C[C@]23C)O1 (stereo partly drawn)	i	-31%	-10%	3%	-2%	-9%	12%	-0.3%	4%
CNc1cc(C)c(C#N)c2nc3ccccc3n12	.	27%	1%	-17%	-4%	4%	-3%	-0.8%	-29%
Cc1ccccc1CC1(CO)CCCN(C(=O)CCCN2CCCCC2=O)C1 (stereo not drawn)	i	-21%	3%	?	-12%	3%	3%	3.3%	1%
CC(C)n1c(/C=C/c2ccccc2)nc2ccccc21	i	1%	-4%	?	4%	-3%	-1%	3.2%	76%[activator]
Cc1ccc(NC2=CC(=O)CC(C)(C)C2)cc1F	i	2%	25%	1%	21%	1%	9%	-1.6%	7%
COc1ccc(NC(=O)c2ccc(NC(=O)C3CC3)cc2)cc1	i	2%	1%	-6%	9%	-3%	9%	-0.7%	-19%
CC[C@@H](C)[C@H](NC(=O)C1CCN(C(=O)[C@@H](NS(=O)(=O)c2ccc(C)cc2)C(C)C)CC1)C(=O)O	i	-1%	-25%	2%	-6%	-5%	-3%	0.3%	-3%
C=CCOc1ccc(C2C(C#N)=C(N)N(Nc3ccccc3)C3=C2C(=O)CCC3)cc1OC (stereo not drawn)	i	23µM*	-9%	?	-20%	-21%	-4%	2.7%	-23%
COc1cccc(CN(C)CC(=O)N2CCN(S(=O)(=O)c3ccccc3)CC2)c1	i	.	-2%	.	4%	.	-6%	-1.0%	.
O=C1CCN(Cc2ccccc2)S(=O)(=O)c2ccc(F)cc21	i	14%	8%&-11%	6%	6%&-16%	-4%	-3%	0.2%	-4%
CSc1cccc(NC(=O)CCCOc2ccccc2)c1	i	0%	-30%	-11%	3%	-1%	-10%	0.0%	0%
O=C(CCl)N(c1ccccc1)C1CCS(=O)(=O)C1 (stereo not drawn)	.	?	?	23µM*	13µM*	?	1%	-2.9%	?
Cc1ccc(N(Cc2ccc(C(=O)NC3CCCCC3)cc2)S(C)(=O)=O)cc1C	i	?	3%	?	-17%	-2%	-3%	0.3%	-20%
COc1ccccc1NS(=O)(=O)c1cc(NC(=O)c2ccc(=O)[nH]c2)ccc1N1CCOCC1	i	6%	0%	13%	-2%	0%	5%	2.3%	6%
CCOC(=O)C(c1ccccc1)C(Nc1ccc(F)cc1)c1ccccn1 (stereo not drawn)	i	1%	-22%	?	1%	-13%	-27%	0.5%	.
CN1C(=O)c2ccc(N3CCCC3)cc2C1=O	.	-1%	-26%	2%	-30%	4%	5%	18%	46%[activator]
Cc1ccc(S(=O)(=O)NC(=S)NC2CCCCC2)cc1	i	0%	-18%	10%	3%	1%	-9%	0.2%	-6%
CCN(CC)S(=O)(=O)c1ccc(OC)c(NS(=O)(=O)c2ccc(F)cc2)c1	i	?	?	?	6%	5%	9%	-0.7%	-19%
O=C(COC(=O)c1cc(S(=O)(=O)N2CCCCC2)ccc1Cl)NC1CCS(=O)(=O)C1 (stereo not drawn)	?	-4%	0%	3%	-3%	-1%	-2%	0.4%	6%

Looked up above:
For HepG2 viability, O=C(COC(=O)c1cc(S(=O)(=O)N2CCCCC2)ccc1Cl)NC1CCS(=O)(=O)C1 (stereo not drawn) is entered as -3%
For A549 tox, Cc1ccc(S(=O)(=O)NC(=S)NC2CCCCC2)cc1 is entered as 1%

(further entries)
SMILES	ATXN viability	MCF10A rereplic	TGFb SMAD3 inh	Nrf2 inh	HepG2 viability	A549 tox	EPAC2 antag	Nrf2 ARE act	ATXN2 expr inh
Cn1c(=O)c2cc(S(=O)(=O)NCCC(=O)NC3CCCCCCC3)ccc2n(C)c1=O	i	-11%	?	?	-4%	-2%	-10%	0.1%	-1%
CSCCC(NC(=O)c1ccccc1Br)C(=O)N1CCN(C(C)=O)CC1 (stereo not drawn)	i	-5%	-8%	2%	-5%	-6%	-3%	0.3%	-1%
CCC1(c2ccccc2)CN(C)C1=O (stereo not drawn)	i	.	16%	.	-9%	.	-5%	-0.3%	.
COc1ccc(Br)c(OC)c1C(=O)NC(=O)Nc1nc(C)cc(C)n1	i	0%	-14%	-22%	-26%	-5%	-4%	-0.1%	-7%
CCN(C(=O)c1ccco1)c1nnc(-c2cccnc2)s1	i	-34%	-3%	?	10%	1%	6%	18%	7%
CCOc1ccc(NC(=O)CSc2nc3c(oc4ccccc43)c(=O)n2-c2cc(C)cc(C)c2)cc1	i	.	?	6%	0%	1%	.	0.3%	10%
CCOc1ccc(C(=O)NCC(c2ccco2)S(=O)(=O)c2cccs2)cc1 (stereo not drawn)	.	.	10%	.	-14%	0%	.	6.5%	.
CCC1(C)CC(CCNS(=O)(=O)c2ccc(C)cc2)(c2ccc(C)cc2)CCO1 (stereo not drawn)	i	?	?	?	-49%	-22%	-20%	4.6%	5%
COc1ccc(CNC(=O)c2ccc(NC(=O)N3CCCCc4ccccc43)cc2)cc1	i	.	0%	.	-30%	6%	.	1.0%	15%
O=C(Cn1c(=O)n(-c2ccccc2)c(=O)c2sccc21)N1CCCC1	i	-2%	18%	.	-6%	6%	-5%	-0.4%	-1%
COc1ccc([N+](=O)[O-])cc1NC(=O)C(C)OC(=O)/C=C/c1ccco1 (stereo not drawn)	i	0%	-5%	-19%	-54%	12%	-6%	13µM*	-6%
Cn1c(=O)oc2cc(S(=O)(=O)NCCC(=O)N3CCN(c4ccccc4F)CC3)ccc21	i	1%	7%	?	-1%	-1%	0%	0.3%	-6%

Entries listed above shown as hits in Nrf2 ARE act:
SMILES	TGFb SMAD3 inh	EPAC2 antag	Nrf2 ARE act
COc1ccc([N+](=O)[O-])cc1NC(=O)C(C)OC(=O)/C=C/c1ccco1 (stereo not drawn)	-5%	-6%	13µM*

Next part
SMILES	ATXN viability	MCF10A rereplic	TGFb SMAD3 inh	Nrf2 inh	HepG2 viability	A549 tox	EPAC2 antag	Nrf2 ARE act	ATXN2 expr inh
C=CCc1cc(OC)ccc1OCCOCCN1CCc2ccccc2C1	i	-9%	?	1%	-25%	3%	-16%	2.3%	-33%
CCOC(CCNC(=O)c1cc2c(=O)[nH]c3ccccc3c2s1)OCC	?	-9%	20%	-18%	0%	4%	-14%	0.0%	.
COc1ccc(Cl)cc1NC(=O)CN(C)C(=O)c1cn2ccccc2n1	i	?	-6%	1%	-16%	-1%	-12%	4.0%	.
O=C(c1ccc(NS(=O)(=O)c2cccs2)cc1)N1CCOCC1	i	-4%	4%	-7%	8%	-4%	15%	-0.9%	-2%
CC(C)(C)c1cc2nc(NCc3cccc(Cl)c3)ccn2n1	i	.	-23%	.	-40%	.	-13%	4.6%	-16%
N#Cc1ccc(-c2ccc(OCC(O)Cn3nnc4ccccc43)cc2)cc1 (stereo not drawn)	i	?	1%	?	-45%	-15%	5%	1.1%	-22%
Cc1cccc(N(CC(=O)NCCSCc2ccc(Cl)cc2)S(C)(=O)=O)c1C	i	.	-20%	?	-39%	-2%	.	4.5%	?
Clc1ccccc1-c1nnc2sc(-c3ccncc3)nn12	i	0%	2%	0%	-23%	2%	-10%	4.3%	3%
CCOC(=O)C(Cc1ccccc1)NC(=O)CCc1nnc2ccc(N3CCCC3)nn12 (stereo not drawn)	i	-1%	-1%	-3%	-10%	-3%	4%	-0.5%	17%
CCCC(C(=O)NC1CCCC1)N(C(=O)Cn1nnc(-c2ccc(C)o2)n1)c1ccccc1OC (stereo not drawn)	i	22%	-3%	-16%	-15%	-15%	-14%	2.9%	-20%

Part of the list above in order of heavy-atom count, largest number first.
SMILES	ATXN viability	MCF10A rereplic	TGFb SMAD3 inh	Nrf2 inh	HepG2 viability	A549 tox	EPAC2 antag	Nrf2 ARE act	ATXN2 expr inh
CCCC(C(=O)NC1CCCC1)N(C(=O)Cn1nnc(-c2ccc(C)o2)n1)c1ccccc1OC (stereo not drawn)	i	22%	-3%	-16%	-15%	-15%	-14%	2.9%	-20%
Cc1cccc(N(CC(=O)NCCSCc2ccc(Cl)cc2)S(C)(=O)=O)c1C	i	.	-20%	?	-39%	-2%	.	4.5%	?
C=CCc1cc(OC)ccc1OCCOCCN1CCc2ccccc2C1	i	-9%	?	1%	-25%	3%	-16%	2.3%	-33%
CCOC(CCNC(=O)c1cc2c(=O)[nH]c3ccccc3c2s1)OCC	?	-9%	20%	-18%	0%	4%	-14%	0.0%	.
CC(C)(C)c1cc2nc(NCc3cccc(Cl)c3)ccn2n1	i	.	-23%	.	-40%	.	-13%	4.6%	-16%
Clc1ccccc1-c1nnc2sc(-c3ccncc3)nn12	i	0%	2%	0%	-23%	2%	-10%	4.3%	3%
